TRHR agonist = TRH receptor (human) agonism | 360,000 compounds, 0.18% hits | P34981 | TRHR cells, calcium flux fluo-8, FDSS agonist mode | activation, % at 2 µM; in the data active = activation above about 30%; also: 0% is about no effect
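In this calcium-flux screen, cells bearing human TRHR are dye-loaded with fluo-8, baselined for 10 cycles, then exposed to library compounds; positive kinetic calcium responses during the agonist phase mark hits, with TRH as control.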
Apoferritin bind = binds horse apoferritin like a general anesthetic; P02791; apoferritin/1-aminoanthracene competitive binding, fluorescence; Potency, µM (top dose mostly 77.5 µM), without a hit: top-dose activity change, negative = displacement, actives largely listed as inhibitors; 350,000 compounds, 0.074% hits; AID 485281; also: potency is read from the fitted curve at half-maximal effect; % is scaled to controls: 0 for no effect and ±100 for the full control effect; nearly all actives have a fitted effect of over 20% in size
Target sequence (P02791 2-175 limits assumed): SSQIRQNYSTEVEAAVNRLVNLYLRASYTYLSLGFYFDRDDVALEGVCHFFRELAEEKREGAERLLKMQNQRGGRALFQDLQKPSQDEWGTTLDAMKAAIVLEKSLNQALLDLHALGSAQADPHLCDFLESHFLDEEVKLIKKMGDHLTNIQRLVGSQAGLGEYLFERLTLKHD
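In PBS, apoferritin at 10 uM is loaded with 1-AMA from a 50% saturated solution. After 10 min of compound exposure at ambient temperature, reduced 535 nm fluorescence indicates probe displacement.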
D1 potentiator = human D1 dopamine receptor positive modulation | P21728 | HEK293 TREx D1 cells, calcium flux, dopamine EC20 potentiation | potentiation, % at 10 µM | 360,000 compounds, 0.036% hits | AID 504651; in the data active = potentiation above about 30%; also: 0% is about no effect
Target sequence (P21728 whole entry, looked up): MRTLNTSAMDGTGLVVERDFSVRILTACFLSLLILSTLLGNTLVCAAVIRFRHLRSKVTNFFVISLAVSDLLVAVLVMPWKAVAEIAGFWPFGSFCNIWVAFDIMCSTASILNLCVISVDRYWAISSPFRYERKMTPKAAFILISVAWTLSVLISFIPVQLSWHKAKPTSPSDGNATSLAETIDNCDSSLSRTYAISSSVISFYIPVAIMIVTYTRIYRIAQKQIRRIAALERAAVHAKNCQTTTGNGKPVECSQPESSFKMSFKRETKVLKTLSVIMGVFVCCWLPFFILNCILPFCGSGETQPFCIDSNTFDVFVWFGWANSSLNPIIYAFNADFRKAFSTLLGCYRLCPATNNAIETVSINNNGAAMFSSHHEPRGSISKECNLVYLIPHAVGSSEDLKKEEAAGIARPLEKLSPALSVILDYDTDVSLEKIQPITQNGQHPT
RXFP1 antagonist = blocks the human relaxin receptor RXFP1. activity change, negative = inhibition, % at 57.5 µM. HEK293-RXFP1, relaxin-stimulated cAMP HTRF, 30 min; hits give low values. Q9HBX9. 350,000 compounds, 0.59% hits;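 active = activity change of -60% or lower, but not beyond a set lower limit; inconclusive = change between -60% and -40%, or beyond the set limit; inactive = change above -40%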; also: % is scaled to controls: 0 for no effect and ±100 for the full control effect
TRHR PAM = allosterically enhances the human TRH receptor | 360,000 compounds, 0.66% hits | P34981 | TRHR cells, fluo-8 calcium fluorescence, EC20 TRH enhancement | enhancement, % at 2 µM | AID 493056; in the data active = enhancement above about 30%; also: 0% is about no effect
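Enhancer read-out: after compound pinning and an initial kinetic agonist-mode read, an EC20 of TRH (10 nM final) was injected and fluo-8 calcium signal (Ex 480/Em 530) followed at 1 s/cycle for 100 cycles in TRHR-expressing cells.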
RXFP1 ag = activates the human relaxin receptor RXFP1; HEK293T-RXFP1 cAMP TR-FRET, 30 min; response scale: percent of porcine relaxin response, buffer zero; Potency, µM (top dose mostly 57.5 µM), for inactives: top-dose activation, usual class: activators; 370,000 compounds, 0.3% hits; AID 2676; also: potency is read from the fitted curve at half-maximal effect; % is scaled to controls: 0 for no effect and ±100 for the full control effect; nearly all actives have a fitted effect of over 60% in size; many of its hits are not listed in these tables
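cAMP rise read by TR-FRET after 30 min, 37C compound exposure (up to 58 uM) in RXFP1-transfected HEK293 cells with Ro 20174 present. EC50 from Hill-equation fits, with 29 nM porcine relaxin as 100% and buffer as basal.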
D2 PAM = D2 dopamine receptor (human) potentiation; P14416; AID 485347; 340,000 compounds, 0.34% hits; HEK293 T-REx D2, calcium flux, EC20 dopamine potentiation; potentiation, % at 10 µM;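 active = potentiation over 3 SD above the plate norm, cut at about 30% in these data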; also: 0% is about no effect
Target sequence (P14416 whole entry, looked up): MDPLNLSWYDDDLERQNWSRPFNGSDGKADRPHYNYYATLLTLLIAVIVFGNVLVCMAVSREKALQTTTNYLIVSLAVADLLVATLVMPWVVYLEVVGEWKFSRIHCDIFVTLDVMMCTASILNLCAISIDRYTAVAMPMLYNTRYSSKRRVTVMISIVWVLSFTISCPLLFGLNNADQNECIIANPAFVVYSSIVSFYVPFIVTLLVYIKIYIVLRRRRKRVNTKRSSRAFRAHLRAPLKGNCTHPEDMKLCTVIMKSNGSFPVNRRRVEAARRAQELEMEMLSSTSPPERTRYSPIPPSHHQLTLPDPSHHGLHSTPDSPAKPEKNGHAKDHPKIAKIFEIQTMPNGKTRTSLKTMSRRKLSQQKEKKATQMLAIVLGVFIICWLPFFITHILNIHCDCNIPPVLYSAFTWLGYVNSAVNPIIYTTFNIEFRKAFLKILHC
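Tetracycline-induced HEK293 T-REx cells force-coupled to calcium signalling expressed D2; compounds were pin-added after a 10 s baseline, read kinetically 180 s, then an EC20 dopamine challenge followed with a further 180 s calcium read.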
D1 ag = human D1 receptor agonism; P21728; HEK293 T-REx D1 cells, calcium flux, agonist mode; activation, % at 2 µM; 360,000 compounds, 1% hits; AID 504660; in the data active = activation above about 30%; also: 0% is about no effect
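Agonism was scored from calcium flux recorded over 180 s (1 read/s) after pintool compound addition, following a 10-cycle baseline. Cells were inducible force-coupled HEK293 TREx D1, plated overnight at 30 C and loaded with no-wash calcium dye.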
D1 antagonist = blocks dopamine activation of the human D1 receptor | P21728 | HEK293 TREx D1 cells, calcium flux, dopamine EC80; hits give low values | activity change, negative = inhibition, % at 10 µM | 360,000 compounds, 3.2% hits | AID 504652; in the data active = activity change below about -30%; also: % is scaled to controls: 0 for no effect and ±100 for the full control effect
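Compound effects on dopamine-evoked calcium signalling were measured in tetracycline-induced HEK293 Trex D1 cells. Dopamine at EC80 followed a 180 s compound pre-read, and fluorescence was tracked kinetically for 180 s more.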
An asterisk follows results filed as active; ? = inconclusive; / = not tested or not shown; & = joins results of further samples. Unless noted, calls follow the shape of the dose curve; as a rule, active = well fitted curve in the direction sought with a large enough effect; inconclusive = small, poorly fitted or top-dose-only effect, or another doubt; inactive = no such curve, though single readings can be large; an effect the other way counts as inactive or inconclusive.

SMILES	TRHR agonist	Apoferritin bind	D1 potentiator	RXFP1 antagonist	TRHR PAM	RXFP1 ag	D2 PAM	D1 ag	D1 antagonist
CCN(Cc1ccc(C#CCCO)cc1)CC1CCCN(CCc2cccc(F)c2)C1 (configuration not stated)	0.5	-8.5%	-0.6	/	6.6	-4.2%	-14.0	-0.6	-4.6
COC(=O)C(NC(=O)CNS(=O)(=O)c1ccc(Br)cc1)c1ccccc1 (configuration not stated)	-0.6	-3.4%	-5.0	-0.4	11.1	1.0%	12.9	0.0	5.0
CCC(CC)N1CCN(Cc2nc3ccc([N+](=O)[O-])cc3c(=O)n2-c2ccccc2F)CC1	-1.4	5.8%	4.5	3.2	-1.6	2.6%	6.9	2.1	9.3
CC(=C1C(=O)c2ccccc2C1=O)N1CCN(CCN=CC2=C(O)CC(C)(C)CC2=O)CC1	0.4	-13.5%	-5.7	-0.8	-2.9	1.4%	3.4	-0.1	-12.6
O=S(=O)(Nc1ccc2c(c1)nc1n2CCN(Cc2ccccc2)C1)c1ccc(F)cc1	-0.6	14.2%	-1.1	-7.0	3.2	3.0%	17.1	1.9	-19.7
CCCCC(CC)COC(=O)CCCCC(=O)OCC(CC)CCCC (configuration not stated)	0.7	/	-2.5	/	3.6	-1.2%	12.1	-1.1	/
Nc1nonc1-n1nnc(C(=O)N/N=C/c2c(Cl)cccc2Cl)c1CSC1=NCCS1	-0.3	-13.9%	-3.2	2.3	18.3	1.1%	22.2	5.8	10.1
O=C(/C=C/c1ccc(Cl)c(Cl)c1)n1cccn1	1.5	-8.5%	-4.0	6.9	-5.1	4.0%	-0.3	1.4	20.9
O=C1CSC(c2ccncc2)N1Cc1ccc(F)cc1 (configuration not stated)	0.7	1.5%	-1.4	-0.2	5.9	-2.4%	8.3	5.8	2.0
Cn1c(=O)[nH]c(=O)c2c1nc(NCc1ccco1)n2CCCc1ccccc1	-1.0	-1.9%	-2.8	2.8	8.3	2.2%	10.3	-0.4	6.2
COc1ccc(Cl)cc1NC(=O)c1cc(C)nc2c1c(C)nn2-c1ccccc1	1.4	-8.2%	-4.2	0.5	12.8	0.5%	4.1	3.8	-9.7
Cc1cc(Cl)ccc1NC(=S)NCc1ccccc1Cl	1.5	7.1%	-6.9	-8.2	-2.9	0.7%	24.8	20.2	-32.4*
CN(CCC#N)C(=O)COC(=O)c1ccc(Cl)cc1O	-1.0	-13.9%	-4.3	-23.0	-21.2	0.4%	-5.9	-1.4	-34.3*
S=c1[nH]nc2nnc3ccccc3n12	0.5	-3.6%	1.6	-26.7	-2.2	3.5%	-2.6	1.3	-7.4
C=CCOc1ccc(CNc2nn[nH]n2)cc1	0.3	-11.5%	-2.9	-7.0	11.0	0.8%	/	2.5	20.4
CC1CC(=O)NN=C1c1ccc(N)c([N+](=O)[O-])c1 (configuration not stated)	0.8	-7.3%	-4.0	-0.9	-10.6	3.0%	7.0	1.4	1.1
Cc1ccc(NC2=C(Cl)C(=O)OC2OC(=O)c2ccccc2C)cc1 (configuration not stated)	-1.1	?	-6.7	-12.1	-15.5	3.0%	/	3.2	-33.8*
COc1ccc(OC)c(C(C(=O)NC2CCCCC2)N(Cc2ccco2)C(=O)c2ccccn2)c1 (configuration not stated)	-1.3	-3.4%	-4.8	-0.9	-1.0	2.5%	7.1	1.1	6.8
Cc1ccc(Cn2c(N/N=C/c3ccncc3)nc3c2c(=O)n(C)c(=O)n3C)cc1	-1.8	-12.4%	-5.2	-8.1	-2.9	5.5%	/	1.3	-0.8
CCOC(=O)C(=CNc1ccc(Cl)cn1)C(=O)OCC	-1.0	2.5%	0.1	-1.2	5.3	1.2%	2.1	1.2	-40.0*
CCc1cccc(C)c1NS(=O)(=O)c1cc(Br)cnc1N	-0.6	4.1%	2.9	8.6	-0.7	-0.1%	1.3	4.2	-8.1
CC(=O)N1CCN(C(=S)c2ccc(N(C)C)cc2)CC1	0.0	-23.4%	-2.8	0.0	-5.2	0.0%	-8.2	1.3	-13.7
O=C(CCC1N=C2c3ccccc3N=C(SCc3cccc(Cl)c3)N2C1=O)N1CCN(c2ccccc2)CC1 (configuration not stated)	0.0	-7.4%	-0.3	-15.6	-4.4	5.5%	5.4	-0.3	5.8
Cc1ccc(-c2cc(C(=O)N3CCN(c4ncccn4)CC3)c3cc(Br)ccc3n2)o1	0.7	27.3%	-6.5	-12.4	-3.8	?	6.3	3.0	0.8
COC(=O)c1ccc(COC(=O)c2[nH]c(C)c(C(C)=O)c2C)o1	0.6	-18.7%	-4.3	0.5	-2.2	2.6%	-10.6	25.8	-12.0
Cc1cccc(N/C(N)=N/c2nc(CSc3ccc(Cl)cc3)cc(=O)[nH]2)c1	1.1	-10.7%	-4.4	-9.4	-0.2	3.2%	5.8	4.5	0.4
Cc1csc(SCC(=O)Nc2cc([N+](=O)[O-])ccc2F)n1	0.5	/	-5.5	1.8	-4.7	0.1%	-7.9	-0.6	-2.6
NC(=O)c1cccnc1Oc1ccc(Cl)cc1	-1.7	-2.8%	-2.5	-7.2	1.1	0.8%	6.2	9.6	-5.0
COc1ccccc1C(=O)NCC(=O)NNC(=O)C1COc2ccccc2O1 (configuration not stated)	0.3	/	0.7	-3.3	-0.6	-1.1%	-23.5	1.4	-3.6
Cc1ccc(N(Cc2ccccc2O)C(=O)c2ccccc2F)cc1	-0.7	?	8.7	-2.1	0.8	0.6%	-1.6	6.1	-11.4
CCOc1ccc(-c2nn(-c3ccccc3)cc2/C=C2\SC(N)=NC2=O)cc1C	0.4	-12.2%	-0.5	-8.6	1.0	?	-15.4	4.8	-1.0
Cc1n[nH]c(=O)nc1N/N=C/c1ccco1	0.3	-16.4%	-0.2	3.9	-6.2	2.6%	4.2	2.3	-24.5
CN(C)CCNC(=O)/C(=N\O)c1ccccn1	0.2	-0.7%	7.8	-5.1	-7.9	1.0%	-6.7	0.9	-21.0
COc1ccc(C)cc1NC(=O)CCNC(=O)Cn1ccc2ccccc2c1=O	-0.6&-0.6	5.3%&2.5%	3.5&6.8	13.7&-3.0	4.3&13.5	3.1%&0.3%	-7.7&2.5	-0.4&3.3	7.9&13.8
CC1(C)CC2CC(C)(CN2C(=O)CCCN2C(=O)c3ccccc3C2=O)C1 (configuration not stated)	-0.6	?	-8.6	-8.4	3.1	-0.1%	-8.3	1.5	0.6
O=C(O)c1cccc(-n2c(/C=C/c3ccc([N+](=O)[O-])cc3)nc3ccccc3c2=O)c1	0.8	-1.1%	-1.6	-2.0	8.4	19.9%	4.0	4.3	17.3
O=C(O)c1coc2ccccc12	0.7	-2.9%	-2.5	4.9	17.1	0.7%	8.0	1.5	4.8
Cc1ccc(OCCC(=O)OCC(=O)c2c(N)n(C)c(=O)n(C)c2=O)cc1	-0.2	/	-2.3	4.8	1.8	-2.2%	13.1	4.8	14.9
Cn1ccnc1SCC(=O)Nc1cc(F)ccc1F	1.2	-9.2%	-1.9	0.0	2.9	-1.2%	-1.1	3.4	-7.0
Cc1sc2nc(CN(C(=O)NCc3ccccc3)C3CCCC3)[nH]c(=O)c2c1C	2.4	3.7%	2.5	-16.1	-2.6	0.8%	-3.7	1.9	8.5

Three entries out of the list above, ordered by their value in D2 PAM, falling:
SMILES	TRHR agonist	Apoferritin bind	D1 potentiator	RXFP1 antagonist	TRHR PAM	RXFP1 ag	D2 PAM	D1 ag	D1 antagonist
Cc1ccc(OCCC(=O)OCC(=O)c2c(N)n(C)c(=O)n(C)c2=O)cc1	-0.2	/	-2.3	4.8	1.8	-2.2%	13.1	4.8	14.9
CCc1cccc(C)c1NS(=O)(=O)c1cc(Br)cnc1N	-0.6	4.1%	2.9	8.6	-0.7	-0.1%	1.3	4.2	-8.1
Cn1ccnc1SCC(=O)Nc1cc(F)ccc1F	1.2	-9.2%	-1.9	0.0	2.9	-1.2%	-1.1	3.4	-7.0

Other compounds
SMILES	TRHR agonist	Apoferritin bind	D1 potentiator	RXFP1 antagonist	TRHR PAM	RXFP1 ag	D2 PAM	D1 ag	D1 antagonist
Cc1ccc(-n2ncc3c(SCC(N)=O)ncnc32)cc1C	0.0	-8.4%	-6.5	-1.2	9.3	1.1%	10.5	11.4	6.9
O=C(O)c1cccc(S(=O)(=O)Nc2ccccc2N2CCOCC2)c1	0.3	0.1%	-6.4	3.1	2.2	-0.3%	1.1	1.3	0.8
COCCOC(=O)c1c(C)n(C)c2ccc(OC(=O)N3CCOCC3)cc12	-0.9	-4.5%	-2.6	-8.2	13.7	0.6%	1.4	3.0	-14.6
O=C(CCS(=O)(=O)c1cc(Br)cc2c1N(C(=O)C1CC1)CC2)NCc1ccc(Cl)cc1	1.5	-6.9%	-1.4	-3.2	-16.7	4.2%	4.5	2.5	-0.7
O=C(CSc1nnc(CNC(=O)c2ccccc2F)o1)NC1CCCCC1	0.2	-3.2%	-1.6	3.1	-0.8	-3.1%	5.4	1.7	10.8
O=C(NCCCN1CCOCC1)c1cc(-c2ccc(O)cc2)on1	0.1	-1.8%	-5.3	3.1	1.7	0.4%	-5.8	0.1	-19.4
CC(Cn1cncn1)C(=O)N1CCN(S(=O)(=O)c2ccc(Cl)cc2)CC1 (configuration not stated)	-0.1	-13.0%	-5.0	-12.8	6.9	3.0%	13.8	-0.2	4.3
Cc1ccc(CC(=O)O/N=C(\N)c2cccc([N+](=O)[O-])c2)cc1	-0.7	?	-7.0	-6.8	-0.4	1.6%	-1.0	5.7	-8.9
C=C1CCN([C@H](C(=O)Nc2ccc(OC)cc2)C(C)C)S(=O)(=O)c2ccccc21	-0.3	?	-6.0	/	4.0	-1.2%	-8.6	3.7	-17.1
O=C(NCCCc1ccccc1)c1cc(COc2c(F)cccc2F)on1	0.0	-15.1%	-7.4	0.7	-1.3	-1.4%	0.6	11.0	-13.0
Cc1ccc(OCC(=O)NC2CCSc3ccccc32)cc1 (configuration not stated)	-0.4	/	-6.8	-9.2	2.3	1.4%	-1.5	1.6	9.7
CC(C)C[C@@H](COc1ccccc1)N1CCN(CCc2ccccc2)CCC1=O	-1.0	-16.7%	-7.0	/	-8.5	1.9%	7.1	1.1	1.4
CCOC(=O)c1ccc(N=Nc2c(C)c(C#N)c(O)[nH]c2=O)cc1	0.9	-1.7%	-4.8	5.3	-3.1	2.1%	6.9	3.3	3.9
CCOC(=O)c1cn(CC)c2cc(Cl)c([N+](=O)[O-])cc2c1=O	0.1	-10.0%	0.4	1.2	0.0	-1.6%	17.3	-1.6	-7.0

From PubChem BioAssay

These rows are one share of the data, so the mix of outcomes need not match the whole.
